High-throughput results (PubChem)
PfGluPho inh: PfG6PD (Plasmodium falciparum) enzyme inhibition; actives 0.78% (n = 350,000); AID 504690; inhibition, % at 20 µM; PfGluPho enzyme, NADPH resazurin-diaphorase fluorescence;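 active = inhibition reaching at least a set limit at 20 µM in the primary screen, cut at about 59% in these data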;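 note: 0% = DMSO wells with substrate and 100% = DMSO wells lacking glucose-6-phosphate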
ATG4B inh: blocks human ATG4B protease cleavage of LC3 substrate | inhibition, % at 8.33 µM | AID 504462 | actives 0.51% (n = 340,000) | ATG4B cleavage of LC3-PLA2, NBD-HPC fluorescence, 1 h; in the data active = inhibition above about 40%
mIAP inh: mouse IAP inhibition | purified mouse IAP, CDP-Star luminescence, 30 min | inhibition, % at 10 µM | actives 0.2% (n = 330,000);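 active = inhibition of at least 40% at 10 µM in the primary screen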;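 note: plate controls were DMSO with enzyme for no effect and no enzyme wells for full effect; values of inactives mirror those of a sister screen read the other way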
mIAP act: increases mouse intestinal alkaline phosphatase activity. muIAP, CDP-Star luminescence, 30 min; hits give high values; 1 = vehicle-only enzyme signal, 0 = enzyme-free wells. activation factor at 10 µM. actives 0.24% (n = 330,000). AID 2805;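 active = activation factor of at least 2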; note: the source names both 10 and 20 µM as test concentration; values of inactives mirror those of a sister screen read the other way
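System: Mouse IAP enzyme | Also added: CDP-Star substrate | Dosing: Compounds dispensed in DMSO | Schedule: 30 min enzyme-substrate-compound incubation at room temperature | Technique: Chemiluminescence readout | Control set: DMSO-only wells and no-enzyme negative control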
APOBEC3A inh: blocks human APOBEC3A ssDNA deamination. P31941. recombinant A3A, FAM/TAMRA ssDNA deamination fluorescence. inhibition, % at 20 µM. actives 0.41% (n = 330,000). AID 493011;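 active = at least 40% inhibition at 20 µM here, with at most 30% in a related deaminase screen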;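 note: plate controls were A3A with DMSO for no effect and wells lacking A3A enzyme for full effect; some results filed as inactive read as strong as hits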
Target sequence (P31941 whole entry, looked up): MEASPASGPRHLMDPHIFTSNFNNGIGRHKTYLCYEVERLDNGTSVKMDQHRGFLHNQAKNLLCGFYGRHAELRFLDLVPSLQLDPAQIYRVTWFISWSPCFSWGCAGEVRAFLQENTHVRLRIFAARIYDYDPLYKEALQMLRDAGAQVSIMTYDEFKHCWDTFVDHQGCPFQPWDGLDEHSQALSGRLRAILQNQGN
hIAP inh: blocks human intestinal alkaline phosphatase; P09923; purified IAP, CDP-Star luminescence, 30 min; inhibition, % at 10 µM; actives 0.12% (n = 330,000); AID 2544;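 active = inhibition reaching a set limit with compound at 10 µM in the primary screen, cut at about 35% in these data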;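 note: plate controls were DMSO wells with enzyme for no effect and no-enzyme buffer wells for full effect; values of inactives mirror those of a sister screen read the other way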
hIAP act: human IAP activation; P09923; purified human IAP, CDP-Star luminescence, 30 min; hits give high values; 1 = vehicle-only enzyme, 0 = enzyme-free background; activation factor at 10 µM; actives 0.16% (n = 330,000);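 active = activation factor of the enzyme at least 2-fold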; note: the source names both 10 and 20 µM as test concentration; values of inactives mirror those of a sister screen read the other way
HKDC1 inh: inhibitors of human hexokinase HKDC1; actives 0.16% (n = 340,000); inhibition, % at 20 µM; recombinant HKDC1, G6PDH/diaphorase resazurin coupled fluorescence; Q2TB90;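 active = inhibition above about 35% when tested at 20 µM, limit read from the data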;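 note: plate controls were DMSO wells with enzyme for no effect and DMSO wells lacking enzyme for full effect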
Target sequence (Q2TB90 whole entry, looked up): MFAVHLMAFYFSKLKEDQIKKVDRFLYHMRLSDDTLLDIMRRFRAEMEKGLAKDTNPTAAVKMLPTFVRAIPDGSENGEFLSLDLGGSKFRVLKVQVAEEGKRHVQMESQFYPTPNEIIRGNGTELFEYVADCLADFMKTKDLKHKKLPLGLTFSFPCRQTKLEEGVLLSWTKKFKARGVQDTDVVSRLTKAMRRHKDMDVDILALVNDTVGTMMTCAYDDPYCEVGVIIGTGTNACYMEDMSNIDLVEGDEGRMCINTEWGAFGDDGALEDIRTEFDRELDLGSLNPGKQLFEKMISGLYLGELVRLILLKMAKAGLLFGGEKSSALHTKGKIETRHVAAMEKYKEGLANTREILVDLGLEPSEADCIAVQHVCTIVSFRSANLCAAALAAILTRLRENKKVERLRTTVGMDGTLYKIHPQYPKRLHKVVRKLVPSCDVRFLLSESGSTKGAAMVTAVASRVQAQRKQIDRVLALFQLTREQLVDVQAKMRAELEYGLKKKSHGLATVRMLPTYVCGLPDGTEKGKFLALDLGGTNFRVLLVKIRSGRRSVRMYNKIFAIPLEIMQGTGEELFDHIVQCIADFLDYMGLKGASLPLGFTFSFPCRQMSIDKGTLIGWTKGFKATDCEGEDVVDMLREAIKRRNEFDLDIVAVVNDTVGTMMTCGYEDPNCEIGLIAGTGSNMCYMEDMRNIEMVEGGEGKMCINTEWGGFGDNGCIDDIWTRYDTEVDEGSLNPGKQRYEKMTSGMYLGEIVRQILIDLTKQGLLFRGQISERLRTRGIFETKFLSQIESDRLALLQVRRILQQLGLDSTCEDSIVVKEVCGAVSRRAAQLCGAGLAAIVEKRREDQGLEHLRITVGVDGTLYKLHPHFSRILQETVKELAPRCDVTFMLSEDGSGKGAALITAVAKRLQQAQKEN
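Assay system: recombinant HKDC1 hexokinase; detection: coupled resazurin fluorescence, excitation 525 nm, emission 613 nm; benchmarks: DMSO-plus-enzyme-mix negative control, buffer-substituted positive control; compound dosing: single 20 µM dose; schedule: 90 min at room temperature in dark; also added: glucose plus 1 mM ATP as hexokinase substrates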
An asterisk follows results filed as active.

For CCCC(=O)NNC(=O)CC(=O)Nc1ccccc1C(=O)O the results were PfGluPho inh 0, ATG4B inh 0, mIAP inh 6, mIAP act 0.94, APOBEC3A inh -9, hIAP inh -14, hIAP act 1.1 and HKDC1 inh -6.
CSc1ccccc1NC(=O)COC(=O)c1ccc(O)cc1 was read as PfGluPho inh -4, ATG4B inh -6, mIAP inh -4, mIAP act 1, APOBEC3A inh 1, hIAP inh 6, hIAP act 0.94 and HKDC1 inh -7.
CC1=C(C(=O)OCCBr)C(c2cccc3ccccc23)NC(=O)N1 (stereo not given) was read as PfGluPho inh 12, ATG4B inh -6, mIAP inh 0, mIAP act 0.99, APOBEC3A inh -5, hIAP inh -9, hIAP act 1.1 and HKDC1 inh -2.
`Cc1c(C)n(C)c2ccc(C(=O)NCCCN3CCN(C)CC3)cc12` gave PfGluPho inh -11, ATG4B inh 1, mIAP inh 9, mIAP act 0.91, APOBEC3A inh -8, hIAP inh -16, hIAP act 1.2 and HKDC1 inh -3.
O=C1NCCOC(=O)[C@H](Cc2ccc(F)cc2)CC/C=C/C[C@@H]1CC(=O)N(CCO)Cc1ccccc1 was read as PfGluPho inh -8, ATG4B inh -1, mIAP inh -2, mIAP act 1, APOBEC3A inh 3, hIAP inh -1, hIAP act 1 and HKDC1 inh -3.
Screening COC(=O)C1=NNCC12CC(=O)N(c1ccc(Br)cc1)C2=O (stereo not given) returned PfGluPho inh -14, ATG4B inh -3, mIAP inh 3, mIAP act 0.97, APOBEC3A inh 3, hIAP inh 17, hIAP act 0.83 and HKDC1 inh -11.
`CC(Sc1ccsc1[N+](=O)[O-])C(=O)NCc1ccccc1` (stereo not given) gave mIAP inh 15, mIAP act 0.85, APOBEC3A inh -4, hIAP inh 6 and hIAP act 0.94.
Screening CC(C)c1c(C(=O)N/N=C2\CCc3ccccc32)nnn1-c1nonc1N returned PfGluPho inh 11, ATG4B inh -3, mIAP inh 9, mIAP act 0.91, APOBEC3A inh -2, hIAP inh -12, hIAP act 1.1 and HKDC1 inh -1.
`COc1ccc(CCNC(=O)CN(c2cccc([N+](=O)[O-])c2)S(C)(=O)=O)cc1OC` gave PfGluPho inh -3, ATG4B inh -5, mIAP inh 9, mIAP act 0.91, APOBEC3A inh -3, hIAP inh 2, hIAP act 0.98 and HKDC1 inh -9.
O=C1c2ccccc2CSc2c(O)cccc21 was read as PfGluPho inh 18, ATG4B inh -3, mIAP inh 10, mIAP act 0.9, APOBEC3A inh 2, hIAP inh 24, hIAP act 0.76 and HKDC1 inh 2.
For CCCCN(CC)S(=O)(=O)c1ccc(C(=O)N(CCCN(C)C)c2nc3cc(C)cc(C)c3s2)cc1 the results were PfGluPho inh 39, ATG4B inh -1, mIAP inh 8, mIAP act 0.92, APOBEC3A inh -4, hIAP inh -11, hIAP act 1.1 and HKDC1 inh -7.
`Cn1nc(C(F)(F)F)cc1C(=O)Nc1ccc(-c2ccno2)cc1` gave PfGluPho inh 12, ATG4B inh -6, mIAP inh 6, mIAP act 0.94, APOBEC3A inh 1, hIAP inh -24, hIAP act 1.2 and HKDC1 inh -2.
`CN(CC(=O)Nc1ccccc1C(=O)N1CCCC1)S(=O)(=O)c1ccc(Cl)cc1` gave PfGluPho inh -2, ATG4B inh -7, mIAP inh 4, mIAP act 0.96, APOBEC3A inh -3, hIAP inh 3, hIAP act 0.97 and HKDC1 inh -8.
`COc1cccc(CN2CCNC(=O)C2CC(=O)N(C)C2CCCCC2)c1` (stereo not given) gave PfGluPho inh 13, ATG4B inh -9, mIAP inh 5, mIAP act 0.95, APOBEC3A inh -5, hIAP inh -31, hIAP act 1.3 and HKDC1 inh 3.
Screening O=C(Cn1cnc2cc([N+](=O)[O-])ccc2c1=O)Nc1ccc(N2CCOCC2)cc1 returned PfGluPho inh 6, ATG4B inh 3, mIAP inh 4, mIAP act 0.96, APOBEC3A inh -2, hIAP inh -10, hIAP act 1.1 and HKDC1 inh 1.
Screening Cc1cc(C)c2c(N)c(C(=O)c3ccccc3Cl)sc2n1 returned PfGluPho inh 21, ATG4B inh -8, mIAP inh 3, mIAP act 0.97, APOBEC3A inh -1, hIAP inh 2, hIAP act 0.97 and HKDC1 inh 8.
`O=c1oc(-c2cccc([N+](=O)[O-])c2)nc2ccccc12` gave PfGluPho inh -6, ATG4B inh 1, mIAP inh 9, mIAP act 0.91, APOBEC3A inh -4, hIAP inh 6, hIAP act 0.94 and HKDC1 inh 3.
For Cc1ccc(C(=O)N2CCN(CCNC(=O)C(=O)Nc3ccc(Cl)cc3)CC2)cc1 the results were PfGluPho inh 9, ATG4B inh -12, mIAP inh -7, mIAP act 1.1, APOBEC3A inh -1, hIAP inh 2, hIAP act 0.98 and HKDC1 inh 0.
Cc1ccc(-c2onc(C)c2C)cc1S(=O)(=O)N1CCOc2ccccc21 was read as PfGluPho inh 0, ATG4B inh 1, mIAP inh 12, mIAP act 0.88, APOBEC3A inh -5, hIAP inh 8, hIAP act 0.92 and HKDC1 inh 0.
CC(=O)OC1CC2(C)/C(=N\O)CCC2C2CCc3cc(O)ccc3C12 (stereo not given) was read as PfGluPho inh 15, ATG4B inh -13, mIAP inh 6, mIAP act 0.94, APOBEC3A inh -2, hIAP inh -7, hIAP act 1.1 and HKDC1 inh 3.
Screening CCOP(=O)(O)c1cccc(OCCOCCOc2cccc(P(=O)(O)OCC)c2)c1 returned PfGluPho inh 0, ATG4B inh -2, mIAP inh 1, mIAP act 0.99, APOBEC3A inh 1, hIAP inh 7, hIAP act 0.93 and HKDC1 inh -11.
For CCCCC(=O)c1ccc(O)cc1O the results were PfGluPho inh -15, ATG4B inh -7, mIAP inh -2, mIAP act 1, APOBEC3A inh 0, hIAP inh 5, hIAP act 0.95 and HKDC1 inh -4.
COc1ccc(OC)c(NC2=C(Cl)C(=O)N(Cc3ccccc3)C2=O)c1 was read as PfGluPho inh -7, ATG4B inh -1, mIAP inh -1, mIAP act 1, APOBEC3A inh -2, hIAP inh -8, hIAP act 1.1 and HKDC1 inh 7.
CCOC(=O)CNC(=O)CSc1nccn1Cc1ccco1 was read as PfGluPho inh 4, ATG4B inh 2, mIAP inh -4, mIAP act 1, APOBEC3A inh 1, hIAP inh -15, hIAP act 1.2 and HKDC1 inh -1.
Screening O=C(Nc1ccc(Oc2ccc(S(=O)(=O)N3CCOCC3)cn2)cc1)c1ccco1 returned PfGluPho inh -1, ATG4B inh -8, mIAP inh 5, mIAP act 0.95, APOBEC3A inh 5, hIAP inh 0, hIAP act 1 and HKDC1 inh 2.
For CC(=O)N1CCC(C(=O)c2ccc(Cl)cc2)CC1 the results were PfGluPho inh -14, ATG4B inh -4, mIAP inh 39, mIAP act 0.61, APOBEC3A inh 3, hIAP inh 4, hIAP act 0.96 and HKDC1 inh 0.
`Cc1nc(S(=O)(=O)N2CCOCC2)c(C#N)c(C)c1Cl` gave PfGluPho inh 7, ATG4B inh -6, mIAP inh -8, mIAP act 1.1, APOBEC3A inh -2, hIAP inh 2, hIAP act 0.98 and HKDC1 inh 0.
`CCOc1cc(S(=O)(=O)N(CC)CC)ccc1F` gave PfGluPho inh 0, ATG4B inh 0, mIAP inh 7, mIAP act 0.93, APOBEC3A inh 4, hIAP inh 3, hIAP act 0.97 and HKDC1 inh -4.
`Cc1ccc(C)c2[nH]c(=O)c(CN(Cc3ccc4c(c3)OCO4)Cc3nnnn3Cc3ccco3)cc12` gave PfGluPho inh 11, ATG4B inh -9, mIAP inh 28, mIAP act 0.72, APOBEC3A inh 3, hIAP inh 4, hIAP act 0.96 and HKDC1 inh -4.
Cc1ccc2nc3c(cc(C(=O)NC4CCCC4)c(=N)n3CCCn3ccnc3)c(=O)n2c1 was read as mIAP inh 16, mIAP act 0.84, APOBEC3A inh 1, hIAP inh 3 and hIAP act 0.97.
For OCCNc1nc(Nc2ccc(O)cc2)nc2ccccc12 the results were PfGluPho inh 17, ATG4B inh -7, mIAP inh 1, mIAP act 0.99, APOBEC3A inh 5, hIAP inh 16, hIAP act 0.84 and HKDC1 inh -3.
For O=S(=O)(NCc1ccccc1Cl)c1cccs1 the results were PfGluPho inh 18, ATG4B inh 5, mIAP inh -2, mIAP act 1, APOBEC3A inh 2, hIAP inh 11, hIAP act 0.89 and HKDC1 inh -10.
`OC[C@H]1O[C@@H](n2cnc3c(NC4CCCC4)nc(Cl)nc32)[C@H](O)[C@@H]1O` gave PfGluPho inh 4, ATG4B inh -7, mIAP inh -9, mIAP act 1.1, APOBEC3A inh 1, hIAP inh 4, hIAP act 0.96 and HKDC1 inh -4.
For COc1cccc(N2CCN(C(=O)c3ccc(CS(=O)c4ccc(Cl)cc4)o3)CC2)c1 (stereo not given) the results were PfGluPho inh -8, ATG4B inh -19, mIAP inh 0, mIAP act 1, APOBEC3A inh -5, hIAP inh 3, hIAP act 0.97 and HKDC1 inh -2.
Screening Cc1ccccc1NC(=O)COC(=O)C1C2CC3OC(=O)C1C3C2 (stereo not given) returned PfGluPho inh -5, ATG4B inh 2, mIAP inh -4, mIAP act 1, APOBEC3A inh 1, hIAP inh -10, hIAP act 1.1 and HKDC1 inh -6.
COC(=O)CSc1nnc(-c2cccnc2)n1C was read as PfGluPho inh -8, ATG4B inh -10, mIAP inh -6, mIAP act 1.1, APOBEC3A inh 0, hIAP inh 9, hIAP act 0.91 and HKDC1 inh 0.

Structural class: the compounds so far with fluorine.
O=C1NCCOC(=O)[C@H](Cc2ccc(F)cc2)CC/C=C/C[C@@H]1CC(=O)N(CCO)Cc1ccccc1 was read as PfGluPho inh -8, ATG4B inh -1, mIAP inh -2, mIAP act 1, APOBEC3A inh 3, hIAP inh -1, hIAP act 1 and HKDC1 inh -3.
`Cn1nc(C(F)(F)F)cc1C(=O)Nc1ccc(-c2ccno2)cc1` gave PfGluPho inh 12, ATG4B inh -6, mIAP inh 6, mIAP act 0.94, APOBEC3A inh 1, hIAP inh -24, hIAP act 1.2 and HKDC1 inh -2.
`CCOc1cc(S(=O)(=O)N(CC)CC)ccc1F` gave PfGluPho inh 0, ATG4B inh 0, mIAP inh 7, mIAP act 0.93, APOBEC3A inh 4, hIAP inh 3, hIAP act 0.97 and HKDC1 inh -4.

(listing goes on)
NC(N)=NS(=O)(=O)c1ccc(N=C2C(=O)Nc3ccccc32)cc1 was read as PfGluPho inh 6, ATG4B inh -5, mIAP inh 11, mIAP act 0.89, APOBEC3A inh -1, hIAP inh -4, hIAP act 1 and HKDC1 inh -1.
Screening COc1cc2c3nnc(-c4ccc(F)cc4)c-3cn(Cc3ccc(C)cc3)c2cc1OC returned PfGluPho inh 9, ATG4B inh -16, mIAP inh -8, mIAP act 1.1, APOBEC3A inh -2, hIAP inh 6, hIAP act 0.94 and HKDC1 inh -3.
For Cc1cc(Br)cc(Cl)c1OCC(=O)NC(=O)NCc1ccccc1 the results were PfGluPho inh 5, ATG4B inh -14, mIAP inh 1, mIAP act 0.99, APOBEC3A inh -4, hIAP inh 29, hIAP act 0.71 and HKDC1 inh -4.
For COc1ccccc1-c1ccc(SCC(=O)N2CCOCC2)nn1 the results were PfGluPho inh 4, ATG4B inh -5, mIAP inh 7, mIAP act 0.93, APOBEC3A inh 5, hIAP inh 1, hIAP act 0.99 and HKDC1 inh -7.
Screening Cc1ccc(C2=Nn3c(COc4ccc(Cl)cc4)nnc3SC2CC(=O)O)cc1 (stereo not given) returned PfGluPho inh -8, ATG4B inh 4, mIAP inh 4, mIAP act 0.96, APOBEC3A inh 8, hIAP inh 16, hIAP act 0.84 and HKDC1 inh 4.

Not a hit list, and some 2.4% of all compounds hit somewhere here.
